Yp Topo-I inh: Yersinia pestis topoisomerase I inhibitors, primary screen, biochemical, cleavage product accumulation, plate reader, single point | DNA topoisomerase I (Yersinia pestis CO92) | Y. pestis Topo-I cleavage product accumulation | activity, % at 10 µM | 360,000 tested, 0.064% active | AID 504884, 2011; in the data active = activity above about 50%, passing the limit was not always enough; inconclusive = no clear call, values can overlap the other calls; note: inactives centre near 2
BoNT A protease: BoNT/A light chain protease inhibitors, primary screen, biochemical, flow cytometry, MLPCN library; Botulinum neurotoxin type A light chain protease (Clostridium botulinum A str. ATCC 3502); multiplex microsphere protease substrate cleavage; 360,000 tested, 0.17% active; inhibition, % at 10 µM; AID 588499, 2011; note: plate controls were buffer without enzyme for full effect and enzyme alone for no effect
Anthrax LF prot: Bacillus anthracis LF protease inhibitors, primary screen, biochemical, multiplex microsphere, MLPCN library; inhibition, % at 10 µM; Lethal factor (Bacillus anthracis), P15917; 360,000 tested, 0.12% active; multiplex microsphere protease cleavage assay; AID 588501, 2011; note: plate controls were buffer without enzyme for full effect and enzyme alone for no effect
Target sequence (P15917 whole entry, looked up): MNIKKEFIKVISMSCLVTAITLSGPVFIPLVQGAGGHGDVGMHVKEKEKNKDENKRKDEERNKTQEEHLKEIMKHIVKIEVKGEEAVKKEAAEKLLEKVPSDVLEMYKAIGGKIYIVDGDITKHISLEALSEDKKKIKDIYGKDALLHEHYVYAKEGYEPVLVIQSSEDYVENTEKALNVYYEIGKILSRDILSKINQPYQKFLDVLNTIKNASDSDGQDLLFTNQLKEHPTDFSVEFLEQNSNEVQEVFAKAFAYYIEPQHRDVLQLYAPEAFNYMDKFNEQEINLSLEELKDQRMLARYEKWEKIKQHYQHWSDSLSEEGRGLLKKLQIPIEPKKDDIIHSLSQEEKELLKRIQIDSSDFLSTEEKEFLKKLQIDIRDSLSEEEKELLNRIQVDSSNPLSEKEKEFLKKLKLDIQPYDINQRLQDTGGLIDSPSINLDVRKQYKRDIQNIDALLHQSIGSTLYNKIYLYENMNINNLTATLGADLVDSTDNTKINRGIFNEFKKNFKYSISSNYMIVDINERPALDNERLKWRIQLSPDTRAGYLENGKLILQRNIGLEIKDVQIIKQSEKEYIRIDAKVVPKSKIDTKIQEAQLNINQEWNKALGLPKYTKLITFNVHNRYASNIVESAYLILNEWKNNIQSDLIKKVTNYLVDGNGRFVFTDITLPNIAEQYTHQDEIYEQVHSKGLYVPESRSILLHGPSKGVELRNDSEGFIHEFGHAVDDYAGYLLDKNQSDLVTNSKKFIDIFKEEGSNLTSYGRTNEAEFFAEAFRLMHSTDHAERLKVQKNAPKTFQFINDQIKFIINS
CCHF vOTU inh: CCHFV vOTU protease inhibitors, primary screen, biochemical, Pep-AMC substrate, fluorescence. 370,000 tested, 0.55% active. AID 651958, 2012. inhibition, % at 11.5 µM. Crimean-Congo hemorrhagic fever virus L polyprotein viral ovarian tumor (vOTU) protease …; in the data active = inhibition above about 30%; note: 0% = vehicle wells with enzyme and 100% = no enzyme wells
FadD28 FP inh: inhibitors of FadD28 bisubstrate probe binding, primary screen, biochemical, fluorescence polarization, single point | Mycobacterium tuberculosis FadD28 fatty-acid-AMP ligase | inhibition, % at 12.5 µM | 360,000 tested, 0.22% active | AID 588549, 2011; in the data active = inhibition above about 8.5%, passing the limit was not always enough; inconclusive = no clear call, values can overlap the other calls
PrPC TRFRET: inhibitors of human cell surface prion protein PrPC, primary screen, cell-based, TR-FRET; inhibition, % at 13.8 µM; Major prion protein (Homo sapiens), P04156; TR-FRET read-out; 370,000 tested, 0.43% active; in the data active = inhibition above about 24%; note: 0% = median of the test wells and 100% = reference compound wells
PfHsp40 yeast: rescue of yeast from PfHsp40 toxicity, primary screen, S. cerevisiae, ATP luminescence. S. cerevisiae expressing PfHsp40, growth rescue. growth rescue, % at 12.5 µM. 340,000 tested, 0.68% active. AID 504582, 2011; in the data active = growth rescue above about 28%, passing the limit was not always enough; inconclusive = no clear call, values can overlap the other calls;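 note: yeast W303a lacking pdr1 and pdr3 grown in galactose medium; growth measured after three days at 30 °C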
BoNT F protease: BoNT/F light chain protease inhibitors, primary screen, biochemical, flow cytometry, MLPCN library; Botulinum neurotoxin type F light chain protease (Clostridium botulinum); Multiplex microsphere protease cleavage assay; inhibition, % at 10 µM; 360,000 tested, 0.22% active; AID 588497, 2011; in the data active = inhibition above about 35%, passing the limit was not always enough; inconclusive = no clear call, values can overlap the other calls; note: plate controls were buffer without enzyme for full effect and enzyme alone for no effect
TcdB inh: TcdB glycohydrolase inhibitors, primary screen, biochemical, single point, plate reader; inhibition, % at 9.99 µM; 350,000 tested, 0.24% active; Toxin B (Clostridioides difficile), P18177; AID 652162, 2013; TcdB glycohydrolase enzymatic assay; in the data active = inhibition above about 10%
Starred values were filed as active, the others as inactive; ? = inconclusive; . = not tested or not shown. Cut-off read from the data, not from the text of the source, unless noted: active = inhibition above about 30%; inconclusive = no clear call, values can overlap the other calls; inactive = below that.

SMILES | Yp Topo-I inh | BoNT A protease | Anthrax LF prot | CCHF vOTU inh | FadD28 FP inh | PrPC TRFRET | PfHsp40 yeast | BoNT F protease | TcdB inh
CO/N=C/NC(=O)c1c(OC)ccnc1Oc1cccc(C(F)(F)F)c1 | -9 | -0.7 | -2 | -8 | 0.0 | -2 | -0.3 | -9 | .
Cn1cc(C(F)(F)F)nc1-c1ccc(OCC(O)CNCCOc2ccc(O)c(C(N)=O)c2)cc1 (stereo not given) | -16 | -0.5 | -2 | 3 | -2.5 | 4 | -1.6 | -9 | 0.1
O=C1CC(N2CCN(c3nc4ccccc4s3)CC2)C(=O)N1c1ccc(F)cc1 (stereo not given) | -3 | -1.4 | 2 | -2 | -1.7 | 3 | -0.1 | 3 | .
Cc1cc(C)n2c(nc3ccccc32)c1C(=O)NN | 3 | 0.9 | -1 | -38 | -1.6 | 3 | . | -7 | 1.9
O=C(NCc1ccncc1)[C@@H]1CCCN1C(=O)[C@H]1CCCN1C(=O)c1cccs1 | . | -0.7 | -6 | 9 | . | 2 | . | -4 | 1.1
Cc1cccc(CC(=O)N2CCC(N3CCC(C(=O)N4CCOCC4)CC3)CC2)c1 | 5 | -0.3 | -1 | -9 | -2.1 | -6 | 0.1 | -1 | 1.1
O=C1C2C3C=CC(C3)C2C(=O)N1c1ccncc1 (stereo not given) | 0 | -0.4 | -3 | 3 | -3.1 | -2 | -0.6 | 0 | .
O=C(CSCc1ccc(F)cc1)N1CCN(c2ccccc2)CC1 | -2 | -4.8 | -1 | 5 | -1.4 | 11 | 0.4 | -3 | .
COC(=O)c1ccc(NC(=O)c2ccc(CN3CCOCC3)cc2)cc1 | 1 | -0.3 | 0 | 2 | -1.5 | 6 | 0.1 | 2 | .
O=c1cc(Cc2ccccc2)[nH]c(=S)[nH]1 | -2 | 1.4 | 2 | 14 | 0.6 | -2 | -0.1 | 19 | 0.6
CCCc1nnc(NC(=O)CCC(=O)N2CCCCCC2)s1 | 5 | -0.3 | -1 | 2 | 0.3 | 3 | -1.1 | -14 | .
Cc1ccc2c(c1)c(=O)c1c3n2CCN(C(=O)CCl)C3CC1 (stereo not given) | -7 | 1.6 | -6 | 51* | 0.3 | -9 | -1.0 | -83 | .
CCOC(=O)/C(C#N)=C\c1ccc(OC)c(OC)c1 | -16 | 0.5 | -7 | -1 | -3.1 | 1 | 0.2 | -4 | -0.7
COc1ccc(C)cc1NC(=O)CN1C(=O)c2cccc3cccc1c23 | -2 | -0.6 | -6 | -3 | -4.1 | -3 | 4.8 | -1 | .
COc1ccc(C(=O)NC(=S)N2C[C@H]3C[C@H](C2)c2cccc(=O)n2C3)cc1 | 2 | -0.4 | -3 | 2 | -0.5 | -5 | -2.8 | -2 | 1.2
Cn1c(NC(=O)c2cccnc2)nc2ccccc21 | -6 | 0.1 | 3 | 13 | -3.1 | -5 | -0.5 | 6 | .
COc1ccc(Nc2ccc(OC)cc2)cc1 | -9 | . | . | -3 | 7.1 | -6 | . | . | 3.5
CCn1cc(C(=O)N2CCCC(N3CCN(c4cccc(C(F)(F)F)c4)CC3)C2)cn1 (stereo not given) | 17 | 2.8 | -3 | 17 | -2.0 | 1 | -0.1 | 1 | 1.3
CN1CCN(NC(=O)Nc2ccc([N+](=O)[O-])cc2)CC1 | 7 | 2.2 | -2 | 7 | -3.3 | -9 | -1.1 | 7 | 0.9
COc1ccc(N2C(=O)CC(Sc3nnc(-c4ccccc4)o3)C2=O)cc1 (stereo not given) | -4 | 0.6 | 3 | 0 | -4.4 | 8 | 1.3 | 2 | .
COc1ccc(NC(=O)CN2C(=O)C(=O)N(C3CCCC3)C2=O)c(OC)c1 | -10 | 0.9 | -10 | -8 | -1.6 | 4 | -1.2 | -17 | 0.9
CCC(=O)Nc1ccc(C(=O)N2CCN(C(=O)c3ccco3)CC2)cc1 | 2 | -0.4 | -1 | -10 | 0.3 | -5 | -0.8 | -1 | 0.9
CC12CCC(=O)N1C(C(=O)NNC(=O)c1ccccc1Cl)CS2 (stereo not given) | 10 | 0.0 | -4 | 3 | 0.0 | -1 | 4.5 | -7 | -0.3
O=C(c1cc([N+](=O)[O-])cc([N+](=O)[O-])c1)N1CCOCC1 | 1 | -0.1 | 1 | 11 | -1.3 | -38 | 0.3 | -4 | 0.7
O=C(Cn1c(=O)[nH]c2ccccc2c1=O)N1CCN(c2cccc(Cl)c2)CC1 | 8 | 0.3 | -1 | -9 | -0.9 | -3 | 0.8 | -4 | 0.9
(next part)
SMILES | Yp Topo-I inh | BoNT A protease | Anthrax LF prot | CCHF vOTU inh | FadD28 FP inh | PrPC TRFRET | PfHsp40 yeast | BoNT F protease | TcdB inh
CC1CN(S(=O)(=O)c2ccc(-c3nc4ccccc4s3)cc2)CC(C)O1 (stereo not given) | -2 | 1.6 | -3 | 4 | -2.3 | 3 | -1.0 | -4 | .
CCc1c(C)c(C#N)c2nc3ccccc3n2c1Nc1c(C)n(C)n(-c2ccccc2)c1=O | 1 | 2.7 | 6 | -5 | -4.7 | -3 | -0.3 | 3 | .
O=C(O)c1ccc2c(c1)C(c1ccccc1)OC2=O (stereo not given) | 5 | 12 | -13 | 4 | -1.6 | 4 | -0.3 | 16 | .
CCOc1nc(NCCc2ccc(OC)c(OC)c2)nc(N2CCN(c3ccc(OC)cc3)CC2)n1 | 0 | -0.8 | -2 | -2 | -0.7 | 4 | 0.2 | -1 | .
Cc1ccc(-n2c(CSc3nc(C)cc(C)n3)nnc2SCC(=O)Nc2nccs2)cc1 | 5 | 0.6 | -3 | -7 | 1.0 | -3 | 0.3 | 6 | -0.1
Cc1cccc2cc(CN(Cc3ccco3)C(=O)c3ccco3)c(=O)[nH]c12 | -3 | -3.1 | -3 | -2 | -3.3 | -9 | 0.5 | -12 | -0.3
Cc1ccc2cc(CN(CCN3CCCC3)C(=O)Nc3ccccc3)c(=O)[nH]c2c1C | 13 | -1.2 | -1 | 1 | -1.4 | -13 | 0.5 | 8 | .
Cc1cc(C(F)(F)F)nn1Cc1n[nH]c(=S)n1-c1ccc(Cl)cc1 | 4 | 0.5 | 3 | -8 | -2.9 | -6 | 0.2 | 1 | .
CC(C)C(NS(=O)(=O)c1cccc2nsnc12)C(=O)NCCC1=CCCCC1 (stereo not given) | 10 | -1.0 | 4 | 2 | 0.5 | -25 | -0.4 | 3 | 1.8
Cc1ccc(NCN2C(=O)c3ccccc3C2=O)cc1Cl | 3 | 0.1 | -4 | 5 | -2.6 | -5 | . | 3 | 1.2
CC(=O)Nc1cccc(-c2csc(Nc3ccccn3)n2)c1 | -4 | 1.2 | -4 | 0 | -2.1 | 14 | 0.0 | -5 | .
Cc1ccc(C)c(/C=C(\C(=O)O)c2ccc(S(=O)(=O)N3CCCCC3)s2)c1 | -3 | 3.6 | 4 | 4 | -1.4 | -1 | 1.3 | -5 | 1.9
CCNC(=O)/C(C#N)=C/c1c(N2CCN(c3ccccc3)CC2)nc2c(C)cccn2c1=O | 2 | -4.9 | 6 | -13 | -2.2 | -4 | 0.9 | -39 | 0.2
C=CCn1c(=O)c(C(=O)Nc2ccccc2C(=O)OCC)c(O)c2ccccc21 | -2 | -0.6 | -3 | 3 | -1.8 | 6 | -1.0 | 7 | .
Cc1nn(C)cc1C(C(=O)NC1CCCCC1)N(Cc1ccccc1Cl)C(=O)c1cnccn1 (stereo not given) | 9 | 0.1 | 4 | 13 | -3.2 | 7 | 2.7 | -2 | 0.3
O=C(c1cc(COc2ccc(F)cc2Cl)on1)N1CCN(C2CCCCC2)C(=O)C1 | 22 | 11 | 10 | 3 | -2.6 | -4 | 1.2 | 10 | 1.4
CCOC(=O)c1ccc(NC(=O)COc2ccc(CNCCO)cc2OCC)cc1 | -2 | -0.3 | 0 | 5 | -1.3 | -6 | 0.3 | -5 | 0.4
O=c1cc(CN2CCN(c3ccc(Cl)c(Cl)c3)CC2)c2ccccc2o1 | . | -0.1 | -4 | -11 | -3.5 | 7 | . | -8 | 1.4
COc1ccccc1-c1nn2c(C3COc4ccccc4O3)nnc2s1 (stereo not given) | -2 | 0.9 | -12 | 1 | -1.9 | 2 | 1.3 | -2 | .
CC(OC(=O)CN1C(=O)NC2(CCCC2)C1=O)C(=O)c1ccc(C(C)(C)C)cc1 (stereo not given) | 9 | . | . | 17 | -2.0 | 3 | 22 | . | -8.5
COC(=O)C1CCN(C(=O)C2CCC(=O)N(CCCc3ccccc3)C2)CC1 (stereo not given) | 3 | -3.8 | 0 | -10 | -0.5 | -2 | -0.6 | -1 | -2.1
Cc1cc(C)n2ncc(C(=O)NCc3ccccc3)c2n1 | 6 | 1.1 | -1 | -3 | -0.9 | -3 | 0.6 | -15 | .
CC(Oc1ccc(Cl)cc1)C(=O)Nc1ccccc1N1CCOCC1 (stereo not given) | 32 | -1.1 | -7 | 7 | -2.4 | 15 | 2.1 | -12 | 3.0
CC(Sc1ccccc1)C(=O)N/N=C/c1cccnc1 (stereo not given) | -6 | -0.2 | -4 | -6 | -2.6 | -6 | -1.1 | -3 | -0.1
CC(C)C(=O)Nc1cccc(NC(=S)NC(=O)c2ccc([N+](=O)[O-])cc2)c1 | -5 | ? | -1 | 1 | 1.3 | -24 | 3.1 | -4 | .
CSc1ncc(OCc2ccccc2)c(=O)[nH]1 | 1 | . | . | -17 | -0.6 | 6 | -1.2 | . | 2.5
O=[N+]([O-])c1ccc(-c2cn3nc(-c4ccccc4)c(-c4ccccc4)nc3n2)cc1 | -4 | . | . | -1 | -1.3 | -1 | . | . | -2.1

Compound profiles, from the list above:
Profile of `CC(C)C(=O)Nc1cccc(NC(=S)NC(=O)c2ccc([N+](=O)[O-])cc2)c1` = Yp Topo-I inh = -5; BoNT A protease = ?; Anthrax LF prot = -1; CCHF vOTU inh = 1; FadD28 FP inh = 1.3; PrPC TRFRET = -24; PfHsp40 yeast = 3.1; BoNT F protease = -4; TcdB inh = .
Profile of `CC(Sc1ccccc1)C(=O)N/N=C/c1cccnc1` (stereo not given) = Yp Topo-I inh = -6; BoNT A protease = -0.2; Anthrax LF prot = -4; CCHF vOTU inh = -6; FadD28 FP inh = -2.6; PrPC TRFRET = -6; PfHsp40 yeast = -1.1; BoNT F protease = -3; TcdB inh = -0.1

Pulled by structure from the entries so far (5):
SMILES | Yp Topo-I inh | BoNT A protease | Anthrax LF prot | CCHF vOTU inh | FadD28 FP inh | PrPC TRFRET | PfHsp40 yeast | BoNT F protease | TcdB inh
Cc1ccc(-n2c(CSc3nc(C)cc(C)n3)nnc2SCC(=O)Nc2nccs2)cc1 | 5 | 0.6 | -3 | -7 | 1.0 | -3 | 0.3 | 6 | -0.1
O=c1cc(CN2CCN(c3ccc(Cl)c(Cl)c3)CC2)c2ccccc2o1 | . | -0.1 | -4 | -11 | -3.5 | 7 | . | -8 | 1.4
Cc1nn(C)cc1C(C(=O)NC1CCCCC1)N(Cc1ccccc1Cl)C(=O)c1cnccn1 (stereo not given) | 9 | 0.1 | 4 | 13 | -3.2 | 7 | 2.7 | -2 | 0.3
COc1ccccc1-c1nn2c(C3COc4ccccc4O3)nnc2s1 (stereo not given) | -2 | 0.9 | -12 | 1 | -1.9 | 2 | 1.3 | -2 | .
CC(C)C(=O)Nc1cccc(NC(=S)NC(=O)c2ccc([N+](=O)[O-])cc2)c1 | -5 | ? | -1 | 1 | 1.3 | -24 | 3.1 | -4 | .

Assay outcomes deposited in PubChem by several laboratories.
